# Myeloid diff 2: myeloid differentiation induction; ER-HoxA9 myeloid progenitors, lysozyme-GFP differentiation, flow cytometry; 1% of 360,000 active; calls only at 10 µM;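 active = normalized GFP-positive differentiation at or above the plate's own cutoff, the solvent-only control mean plus 3 SD; inconclusive = no clear call, values can overlap the other calls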;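 note: cells exposed to compound for four days before flow analysis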
# KOR beta-arrestin-1: KOR agonists, beta-arrestin recruitment, primary screen, cell-based, luminescence, uHTS (AID 1777) | 0.02% of 280,000 active | KOR beta-arrestin recruitment, luminescence; higher % means a stronger effect | activation, % at 10 µM; hits with a dose series show EC50 in µM; in the data active = activation above about 50%, passing the limit was not always enough; note: a part of the inactive calls stands beside numbers as strong as those of hits
# HEK293 NOD2/NF-kB: inhibition of NOD2-driven NF-kB reporter – cell-based, luminescence, uHTS, HEK293 (AID 1566); inhibition, % at 4 µM, or EC50 in µM where a hit was titrated; 0.63% of 290,000 active; HEK293 NOD2/NF-kB luciferase reporter, luminescence; higher % means a stronger effect; note: many of its hits are not listed in these tables
# NOD1 inhibition: NOD1 signaling inhibitors, primary screen, cell-based, luminescence, uHTS (AID 1578). NOD1-driven NF-kB luciferase reporter cells, luminescence; higher % means a stronger effect. inhibition, % at 4 µM; hits with a dose series show EC50 in µM. 1% of 290,000 active; in the data active = inhibition mostly above about 36%, no sharp cut-off; inactive = mostly below about 34%;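 note: HEK-293T reporter cells stimulated with the NOD1 agonist gamma-tri-DAP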
# GPR35 antagonists: inhibition of zaprinast-stimulated GPR35 beta-arrestin translocation – imaging, U2OS, beta-arrestin-GFP, zaprinast agonist, primary screen (AID 2058). 0.052% of 290,000 active. U2OS GPR35 beta-arrestin-GFP translocation imaging, zaprinast antagonism; higher % means a stronger effect. inhibition, % at 10 µM, or IC50 in µM where a hit was titrated;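 active = inhibition of at least 50% with at least 30 cells and total cytoplasm GFP at most 10,000,000; inconclusive = under 30 cells or total GFP of 10,000,000 plus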
# KOR beta-arrestin-2: KOR antagonists, beta-arrestin recruitment, cell-based, luminescence, uHTS (AID 1778). 0.091% of 290,000 active. inhibition, % at 10 µM, or IC50 in µM where a hit was titrated. KOR beta-arrestin recruitment, luminescence, antagonist mode; higher % means a stronger effect; note: strong numbers were not always called active
# HIV fusion peptide: inhibitors of HIV fusion peptide binding, primary screen, biochemical, uHTS, fluorescence dequenching (AID 1986); cell-free peptide binding, fluorescence dequenching, 30 min; higher % means a stronger effect; inhibition, % at 20 µM; hits with a dose series show IC50 in µM; 0.3% of 290,000 active; in the data active = inhibition mostly above about 52%, no sharp cut-off; inactive = mostly below about 76%; note: some results filed as inactive read as strong as hits
# GPR55 activation: GPR55 agonists via beta-arrestin recruitment, primary screen, imaging, U2OS cells, beta-arrestin-GFP redistribution (AID 1961); U2OS GPR55 beta-arrestin-GFP redistribution imaging; higher % means a stronger effect; activation, % at 10 µM; hits with a dose series show EC50 in µM; 0.048% of 290,000 active;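 active = activation above 40% with more than 50 cells counted in the well; inconclusive = wells holding fewer than 50 cells, flagged as toxic or sparse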;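 note: U2OS osteosarcoma cells stably expressing GPR55 and beta-arrestin-GFP; plate controls were DMSO negative control for no effect and LPI positive control for full effect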
# GPR55 antagonists: GPR55 antagonists blocking LPI-driven arrestin recruitment, primary screen, imaging, U2OS, beta-arrestin-GFP, LPI agonist (AID 2013); U2OS GPR55 beta-arrestin-GFP translocation imaging, LPI antagonism; higher % means a stronger effect; one-dose inhibition, % at 10 µM; IC50 in µM for titrated hits; 0.13% of 290,000 active;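 active = spots per cell inhibited over 60%, with over 100 cells counted and total cytoplasm intensity under 500,000; inconclusive = wells with under 100 cells, flagged as likely toxic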;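 note: U2OS cells stably carrying GPR55 and arrestin-GFP stimulated by 5 µM LPI near EC80; imaged beta-arrestin-GFP aggregate spots per cell after agonist stimulation; plate controls were LPI-stimulated DMSO wells for no effect and DMSO wells without LPI for full effect; some results filed as inactive read as strong as hits; confirmed hits need IC50 under 10 µM and bright autofluorescent wells are also inconclusive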
# Myeloid diff 2 GFP+ MAC1+ %: also measured in Myeloid diff 2; calls as there; GFP+ MAC1+ double positive, %; measured here: differentiation confirmed by MAC1 staining
# The depositor's hits bear a star; i = inactive; u = inconclusive; x = not tested or not shown; [ ] = remark or other dose. Cut-off read from the data, not from the text of the source, unless noted: active = inhibition above about 50%; inactive = the rest.
SMILES,Myeloid diff 2,Myeloid diff 2 GFP+ MAC1+ %,KOR beta-arrestin-1,HEK293 NOD2/NF-kB,NOD1 inhibition,GPR35 antagonists,KOR beta-arrestin-2,HIV fusion peptide,GPR55 activation,GPR55 antagonists
COc1ccc(N(CC(=O)NCc2ccc(Cl)cc2)S(=O)(=O)c2c(C)nn(C)c2C)cc1,i,0.6,3.6%,-0.1%,-16.1%,23.1%,-22.2%,1.0%,0.0%,15.0%
Cc1ccccc1C(=O)NC(C)C(c1cccs1)N1CCOCC1 (stereo unspecified),i,1.3,-4.9%,14.3%,3.4%,8.8%,0.8%,-0.4%,0.3%,-0.7%
CCn1cc(C2N3CC4(C)CN2CC(C)(C3)C4=O)c2ccccc21 (stereo unspecified),i,2.6,-2.4%,2.1%,-3.0%,11.5%,32.8%,-1.5%,-0.1%,7.3%
CC1=CC(C)C(C(=O)O)C(C(=O)N2CCN(C)CC2)C1 (stereo unspecified),i,0.3,x,14.4%,21.8%,-15.5%,16.8%[20 µM],-0.8%,-0.1%,14.4%
CCn1ccnc1CN1CCN(CC=C(C)C)C(CCO)C1 (stereo unspecified),i,0.5,6.1%,2.4%,-20.2%,-14.9%,-23.7%,1.3%,u,4.1%
CCCn1nnc(NC(=S)NC(=O)/C=C/c2ccco2)n1,i,0.5,x,-9.7%,-4.5%,-7.8%,-8.8%,28.4%,-0.3%,-3.9%
Cc1cnnn1-c1ccc(C(=O)CCl)cc1,i,0.8,-0.3%,-3.3%,19.4%,15.6%,-10.8%,-1.4%,-0.1%,18.5%
CCn1cc(CNC(=O)c2ccc(Cl)c([N+](=O)[O-])c2)c(C)n1,i,0.9,-0.9%,18.6%,0.4%,0.0%,-1.4%,-0.7%,-0.3%,-6.2%
O=C(CSc1ccc(-c2ccco2)nn1)Nc1ccc(F)cc1F,i,0.7,-3.3%,17.7%,-9.0%,-6.4%,-17.3%,1.9%,0.4%,0.5%
Cc1cccc(-c2nnc(SCC3CNC(=O)O3)n2-c2ccc(Cl)cc2)c1 (stereo unspecified),i,0.2,0.2%,25.6%,-2.1%,0.3%,-5.2%,-1.9%,0.0%,16.9%
CC[C@H](C)[C@H](NC(N)=O)C(=O)Nc1ccccc1F,i,0.9,-4.7%,7.1%,-21.9%,2.8%,11.4%,1.4%,0.1%,2.6%
C=CCc1c(C)nc2c(C(=O)O)cnn2c1C,i,4.5,1.5%,10.8%,3.1%,-1.4%,-3.1%,1.2%,-0.4%,11.8%
Cc1ccccc1C(=O)NNC(=O)C12CC3CC(CC(C3)C1)C2,i,0.0,x,4.7%,-28.7%,6.1%,-8.8%[20 µM],-0.3%,-0.1%,11.7%
CC1CCC(=O)N(CCC#N)CC1 (stereo unspecified),i,0.8,-2.0%,3.5%,-5.9%,-2.8%,9.4%[20 µM],-0.8%,-0.1%,-7.3%
CCCCc1cc(=O)oc2cc(OCC(=O)N3C[C@H]4C[C@@H](C3)c3cccc(=O)n3C4)ccc12,i,1.4,0.6%,-18.1%,-22.5%,4.8%,3.4%[20 µM],0.7%,-0.1%,10.9%
Nc1c(-c2nn[nH]n2)cnn1-c1cc(Cl)cc(Cl)c1,i,0.7,8.3%,-2.1%,-11.2%,4.8%,10.7%,2.9%,-0.1%,15.3%
c1ccc(-c2cnc(CN3CCN(c4ccccc4)CC3)o2)cc1,i,0.7,-2.1%,0.7%,-19.8%,4.2%,-3.5%,0.3%,-0.1%,-14.1%
CCOc1ccc(NC(=O)NC(=O)N(C(C)C)S(C)(=O)=O)cc1,i,0.8,-4.4%,1.0%,-21.4%,-11.2%,-8.5%,1.2%,-0.6%,1.6%
CN(C(=O)COC(=O)c1ccccc1C(=O)N1CCN(c2ccccc2)CC1)c1ccccc1,i,1.1,1.0%,3.0%,-40.9%,6.5%,-23.6%,2.8%,0.1%,6.9%
Cc1ccc(CCNC(=O)C2CC(=O)N(C3CCCCC3)C2)cc1 (stereo unspecified),i,5.4,4.8%,2.9%,-15.5%,-6.3%,-15.2%,0.8%,-0.1%,-9.8%
Cn1c(-c2ccccc2)cnc1SCC(=O)N1CCCc2ccccc21,i,0.2,33.4%,-16.4%,-9.5%,-2.8%,19.6%,-1.1%,-0.2%,-7.4%
Cn1c(CCNC(=O)c2ccco2)nc2cc(NC(=O)c3ccccc3Cl)ccc21,i,0.7,-0.8%,1.4%,-41.4%,11.4%,3.0%,-1.3%,-0.2%,1.1%
COc1ccc(CNC(=O)N2CCN(c3cccc(C)c3C)CC2)cc1OC,i,2.3,-0.5%,27.2%,11.2%,-5.9%,-65.1%,0.8%,1.1%,-8.9%
CCN(CC)C(=O)COC(=O)c1ccc(O)cc1,i,0.5,7.8%,-6.9%,-15.9%,1.5%,6.1%,-2.3%,-0.2%,16.8%
O=C1NC(=O)N(c2ccccc2)C1=O,i,0.4,-0.4%,-0.5%,-39.6%,-8.4%,27.8%,-1.4%,-0.1%,9.8%
CCNCCC(CCC(C)C)c1ccc2c(c1)OCO2 (stereo unspecified),i,0.8,5.3%,-50.1%,0.0%,0.2%,22.1%,-2.0%,0.0%,3.9%
N#C/C(=C/Nc1ccccc1)c1ccsc1,i,0.5,7.6%,-9.5%,-6.3%,-7.8%,-77.2%,-0.4%,-0.2%,-4.1%
COc1ccc(-c2ocnc2C(=O)Nc2ccc3c(c2)CCC3)cc1,i,0.3,-2.9%,1.6%,-25.8%,-8.0%,-20.9%,1.4%,0.3%,7.8%
COc1ccc(C2=NNC(c3cccnc3)=Nc3ccc(OC)cc32)cc1,i,0.4,2.9%,-14.9%,12.2%,4.3%,-25.1%,-0.4%,-0.4%,-3.8%
Nc1cccnc1Oc1ccccc1F,i,0.6,-0.3%,14.9%,-0.3%,-2.2%,13.5%,-2.0%,0.3%,15.1%
C=C(C)c1ccc(C(C)(C)NC(=O)NCc2ccco2)cc1,i,0.5,-5.9%,-4.8%,-1.3%,-14.0%,-15.3%,3.0%,-0.1%,4.0%
CCCC(=O)c1cc2c(cc1NC(=O)CC)OCCO2,i,0.1,-5.0%,12.2%,-3.0%,-3.4%,-2.4%[20 µM],-1.3%,-0.1%,6.9%
CCc1cccc(CC)c1NC(=O)CSc1nc2ccc(N3C(=O)C4C(C3=O)[C@H]3C=C[C@@H]4C3)cc2s1 (stereo partly specified),i,1.4,1.2%,19.1%,-5.8%,-5.7%,15.2%,0.5%,0.1%,7.9%
Cc1ccc2[nH]c3c(=O)n(CCC4=CCCCC4)cnc3c2c1,x,x,-0.3%,-12.0%,-41.1%,4.5%,-28.8%,-0.8%,0.3%,22.3%
CC(C)(O)C#Cc1ccc(CN2CCN(Cc3ccccc3)C(CCO)C2)s1 (stereo unspecified),i,0.2,-1.5%,0.1%,-0.5%,-3.9%,-10.3%,0.2%,0.4%,9.3%
Cc1cc(C)n(-c2cc(Cl)cc(Cl)c2)c(=O)c1C#N,i,0.7,-1.3%,8.9%,-27.7%,0.5%,-23.8%,-1.1%,0.0%,-0.5%

# The closing 2 entries of the part above are carried over, then new ones follow:
SMILES,Myeloid diff 2,Myeloid diff 2 GFP+ MAC1+ %,KOR beta-arrestin-1,HEK293 NOD2/NF-kB,NOD1 inhibition,GPR35 antagonists,KOR beta-arrestin-2,HIV fusion peptide,GPR55 activation,GPR55 antagonists
CC(C)(O)C#Cc1ccc(CN2CCN(Cc3ccccc3)C(CCO)C2)s1 (stereo unspecified),i,0.2,-1.5%,0.1%,-0.5%,-3.9%,-10.3%,0.2%,0.4%,9.3%
Cc1cc(C)n(-c2cc(Cl)cc(Cl)c2)c(=O)c1C#N,i,0.7,-1.3%,8.9%,-27.7%,0.5%,-23.8%,-1.1%,0.0%,-0.5%
CCOc1nc(N2CCOCC2)nc(C)c1[N+](=O)[O-],i,0.1,-0.1%,10.2%,-2.0%,0.3%,-10.2%,1.4%,-0.2%,11.3%
CC(C)C1S/C(=N/N=C/c2ccco2)NC1=O (stereo unspecified),i,9.9,-0.6%,-4.9%,-6.4%,0.0%,-7.3%,-2.5%,-0.1%,19.3%
O=C(Cc1ccc(Cl)cc1)Nc1ccc(NC(=O)c2cccs2)cc1,i,0.3,6.9%,-6.2%,-29.1%,6.4%,-4.3%,3.0%,0.1%,1.5%
CCOc1ccc(C(=O)Nc2c3c(nn2-c2cccc(C)c2C)CS(=O)C3)cc1 (stereo unspecified),i,1.3,2.2%,13.7%,-10.4%,-5.3%,14.1%,-0.4%,0.3%,-5.0%
CCN(CC)C(=O)Cn1cc(S(=O)(=O)CC(=O)Nc2ccc3c(c2)OCCO3)c2ccccc21,i,0.5,-4.2%,-9.8%,-29.8%,0.7%,26.7%,2.6%,-0.2%,14.2%
CNc1nc(Cl)c(SC)c(NCc2cccc(OC)c2)n1,i,0.3,-4.2%,23.8%,-3.0%,18.1%,8.0%,-0.4%,0.0%,7.1%
COc1ccc(C(=O)Nc2c(C(C)(C)C)nn(C)c2C(C)(C)C)cc1,i,0.3,-0.6%,18.2%,1.5%,-14.4%,9.1%,1.4%,-0.6%,13.0%
Cc1ccc(S(=O)(=O)N2CCC(C(=O)NCCCN3CCCC3=O)CC2)cc1C,i,2.3,-0.3%,-9.8%,-29.3%,2.9%,25.4%,-0.8%,-0.1%,14.2%
Cc1ccc(CNC(=O)CN(C)S(=O)(=O)c2cccc3cccnc23)cc1,i,3.1,-3.6%,3.1%,-6.9%,-8.1%,19.4%,-2.4%,-0.2%,21.0%
CCC1CN(C(=O)NCc2ccccc2)c2cc(Cl)ccc2O1 (stereo unspecified),i,0.5,-0.7%,-3.7%,-12.0%,1.3%,-8.4%,2.4%,-0.3%,5.3%

# 5 entries drawn at random from the list so far:
SMILES,Myeloid diff 2,Myeloid diff 2 GFP+ MAC1+ %,KOR beta-arrestin-1,HEK293 NOD2/NF-kB,NOD1 inhibition,GPR35 antagonists,KOR beta-arrestin-2,HIV fusion peptide,GPR55 activation,GPR55 antagonists
CCC1CN(C(=O)NCc2ccccc2)c2cc(Cl)ccc2O1 (stereo unspecified),i,0.5,-0.7%,-3.7%,-12.0%,1.3%,-8.4%,2.4%,-0.3%,5.3%
CCOc1nc(N2CCOCC2)nc(C)c1[N+](=O)[O-],i,0.1,-0.1%,10.2%,-2.0%,0.3%,-10.2%,1.4%,-0.2%,11.3%
CC(C)C1S/C(=N/N=C/c2ccco2)NC1=O (stereo unspecified),i,9.9,-0.6%,-4.9%,-6.4%,0.0%,-7.3%,-2.5%,-0.1%,19.3%
CCN(CC)C(=O)Cn1cc(S(=O)(=O)CC(=O)Nc2ccc3c(c2)OCCO3)c2ccccc21,i,0.5,-4.2%,-9.8%,-29.8%,0.7%,26.7%,2.6%,-0.2%,14.2%
COc1ccc(C(=O)Nc2c(C(C)(C)C)nn(C)c2C(C)(C)C)cc1,i,0.3,-0.6%,18.2%,1.5%,-14.4%,9.1%,1.4%,-0.6%,13.0%

# High-throughput results from PubChem.

# A portion of the library; count on the stated rates, not on these rows.
